HGIII-sPLA2 inh – Inhibits HGIII-sPLA2 liposome hydrolysis, primary screen | 370,000 tested, 0.56% active | QFRET BODIPY PC-A2 liposome hydrolysis, fluorescence | Q9NZ20 | inhibition, % at 12.2 µM;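 active = inhibition above mean plus 3 SD of compounds lying within the high and low control bounds, cut at about 19% in these data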;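 also: 0% = median of test compound wells and 100% = no enzyme DMSO wells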
DAX1 inh-1 – DAX1 (NR0B1) inhibition, primary screen | HEK293T StAR-luciferase reporter, SF-1/DAX-1 repression relief | inhibition, % at 6.8 µM | 370,000 tested, 1.1% active | AID 652010;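 active = inhibition above the mean over all tested compounds plus 3 SD, cut at about 3.6% in these data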;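 also: 0% = DAX-1 cells with DMSO and 100% = cells lacking DAX-1 with DMSO; higher inhibition means more luminescence from relief of DAX-1 repression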
hgDAF12 agonist – agonists of H. glycines DAF-12 nuclear receptor; HEK293 GAL4-hgDAF12 UAS-luciferase reporter, agonist luminescence; normalized to butyrate control; activation, % at 6.8 µM; 370,000 tested, 1.8% active;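 active = activation above a cutoff set at the mean of all screened compounds plus 3 SD, cut at about 10% in these data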;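 also: 0% = DMSO wells and 100% = sodium butyrate wells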
NPR1 activator – GC-A (human) enzyme activation | P16066 | HEK293 GC-A cells, cGMP TR-FRET, EC30 ANP; 0% at EC30 ANP, 100% saturating ANP | activation, % at 10 µM | 370,000 tested, 0.14% active | AID 1671463; in the data active = activation above about 40%
ssDAF-12 act – activators of S. stercoralis DAF-12 nuclear receptor. activation, % at 6.8 µM. 370,000 tested, 1% active. HEK293 ssDAF-12/GRIP1 lit1-tk-luc reporter, luminescence; % of 3 µM dafachronic acid response. AID 652126;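 active = activation above the mean over all tested compounds plus 3 SD, cut at about 0.9% in these data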;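 also: 0% = DMSO-only wells and 100% = 3 µM delta7-dafachronic acid wells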
FXN GAA850 act – frataxin GAA850 promoter activation | HEK293 lucGAA850 FXN promoter luciferase reporter, 24 h; percent of 10 µM SAHA response | activation, % at 6 µM | 360,000 tested, 0.56% active;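 active = activation above the average of all compounds screened plus 3 SD, cutoff fixed separately per campaign, cut at about 7.5% in these data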;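 also: 0% = DMSO wells and 100% = 10 µM SAHA wells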
DAX1 inh-2 – inhibits human nuclear receptor DAX1; P51843; HEK293 Gal4-DAX1 luciferase reporter, luminescence; inhibition, % at 6.75 µM; 340,000 tested, 0.99% active; AID 504766;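 active = inhibition above the mean over all tested compounds plus 3 SD, cut at about 4.2% in these data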;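 also: 0% = DAX1-transfected cells with DMSO and 100% = empty-vector control cells with DMSO; inhibition shows as a rise in luminescence from relieved DAX1 repression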
Target sequence (P51843 207-470 limits assumed): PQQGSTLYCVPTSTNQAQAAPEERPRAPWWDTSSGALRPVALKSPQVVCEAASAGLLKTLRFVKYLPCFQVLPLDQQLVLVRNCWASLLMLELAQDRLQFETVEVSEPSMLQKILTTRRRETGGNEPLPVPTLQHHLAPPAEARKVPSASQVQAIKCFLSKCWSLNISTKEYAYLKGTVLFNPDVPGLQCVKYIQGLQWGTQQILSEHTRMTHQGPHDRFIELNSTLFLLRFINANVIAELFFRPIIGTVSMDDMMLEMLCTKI
hcDAF12 agonist – H. contortus DAF-12 activation, primary screen | activation, % at 6.8 µM | HEK293 hcDAF-12 lit1-tk-luc reporter, luminescence; 0% DMSO, 100% Δ7-dafachronic acid | 370,000 tested, 1.4% active | AID 652067;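 active = activation above the mean of all tested compounds plus 3 SD, cut at about 5.5% in these data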;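 also: 100% = response to 3 µM Δ7-dafachronic acid high control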
ADAM10 inh – inhibitors of human ADAM10 | O14672 | recombinant ADAM10, EDANS/DABCYL FRET peptide cleavage, 3 h | inhibition, % at 7 µM | 370,000 tested, 0.62% active | AID 720582;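 active = inhibition above a per-campaign cutoff equal to the mean of compounds falling between control-based bounds plus 3 SD, cut at about 20% in these data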;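 also: 0% = DMSO wells while the 100% control is not disclosed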
Target sequence (O14672 214-748 limits assumed): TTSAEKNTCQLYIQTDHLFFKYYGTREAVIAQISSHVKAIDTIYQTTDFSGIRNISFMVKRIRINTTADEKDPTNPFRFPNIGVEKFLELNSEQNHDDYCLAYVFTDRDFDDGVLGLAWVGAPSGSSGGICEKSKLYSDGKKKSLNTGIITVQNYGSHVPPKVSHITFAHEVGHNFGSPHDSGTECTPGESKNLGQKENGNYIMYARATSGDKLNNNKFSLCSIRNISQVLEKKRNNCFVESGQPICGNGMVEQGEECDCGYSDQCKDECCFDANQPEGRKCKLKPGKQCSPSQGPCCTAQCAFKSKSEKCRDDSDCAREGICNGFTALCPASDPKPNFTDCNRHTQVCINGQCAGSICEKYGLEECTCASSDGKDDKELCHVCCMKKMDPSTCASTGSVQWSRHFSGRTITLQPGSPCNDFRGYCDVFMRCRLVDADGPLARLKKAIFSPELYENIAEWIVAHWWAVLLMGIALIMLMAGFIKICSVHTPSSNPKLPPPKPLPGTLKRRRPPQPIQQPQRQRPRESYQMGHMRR
SMARCA2 act – increases SMARCA2 function in MMTV reporter cells. 370,000 tested, 1% active. activation, % at 9.1 µM. MG213 cells, MMTV-luciferase reporter, dexamethasone, overnight; in the data active = activation above about 7.8%;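 also: 0% = vehicle wells and 100% = reference activator wells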
GC-B act – GC-B (human) receptor activation | activation, % at 10 µM | HEK293-GC-B cells, CNP EC30, cGMP TR-FRET; 0% at EC30 CNP, 100% saturating CNP | 370,000 tested, 0.11% active;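 active = activation at 10 µM reaching about 35% in either raw or pattern-adjusted values, limit read from the data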
* = called active by the depositor; i = inactive; · = not tested or not shown; & = joins results of further samples.

SMILES,HGIII-sPLA2 inh,DAX1 inh-1,hgDAF12 agonist,NPR1 activator,ssDAF-12 act,FXN GAA850 act,DAX1 inh-2,hcDAF12 agonist,ADAM10 inh,SMARCA2 act,GC-B act
CCC1Sc2ccc(S(=O)(=O)CCC(=O)NC3CCCCCC3)cc2NC1=O (stereo not given),-9,-2.7,-2.9,-6,-1.5,1.1,-0.8,-1.2,2,-2,-8
Cc1cccc(N=C2NN=C(c3c[nH]c4ccccc34)CS2)c1,-8,0.7,3.9,1,-0.1,2.9,-0.3,3.8,-11,2,-5
CCc1nnc(NC(=O)c2ccc3c(c2)C(=O)N(C(C)(C)C)C3=O)s1,3,0.3,0.9,0,-0.9,1.2,1.9,0.5,3,1,-2
Clc1ccc(Oc2cnns2)cc1Cl,1,0.8,1.1,3,-1.1,4.3,-1.2,0.1,-4,4,3
CCCc1cc(=O)[nH]c(SCC(=O)Nc2sccc2C#N)n1,-2,-0.7,0.2,1,-0.7,1.9,-0.3,0.6,-1,-1,0
Cc1cc(NCCO)c2cc(O)ccc2n1,4,-0.4,-2.0,16,-1.2,1.2,0.0,-0.8,i,-2,4
Cc1ccc([C@H]2C[C@@H](n3cc(COC(=O)c4ccccc4)nn3)[C@H](O)CN2C(=O)C2CCCCC2)cc1,-20,-0.8,0.4,-2,-1.1,0.0,0.1,-1.5,9,-4,-3
O=C(CSc1nnc(-c2cccnc2)n1-c1ccccc1)Nc1ccc(OCc2ccccc2)cc1,-32,-4.0,-1.6,-2,-1.5,·,·,-1.4,7,-5,6
COc1ccc(OC)c(S(=O)(=O)Nc2ccc(C(=O)Nc3cc(C)on3)cc2)c1,-16,-1.3,16*,-13,-1.5,·,·,0.3,0,-3,-2
CC(OC(=O)CCC(=O)c1ccc(F)cc1)C(=O)NC1CCCCC1C (stereo not given),1,-0.3,-0.7,1,-0.1,1.0,0.2,-0.2,7,2,-4
CCN(CC(=O)Nc1c(F)cccc1F)C(=O)C1CCCN(C(=O)c2ccc(Cl)cc2)C1 (stereo not given),2,-0.2,0.0,4,-1.3,0.1,0.0,-0.6,-1,3,6
C[C@H]1[C@@H](NC(=O)C(c2ccccc2)c2ccccc2)CC[C@@]23CCCN2C(=O)CCC[C@@H]13,-3,·,0.2,-7,-1.3,·,·,-1.9,2,·,-7
CCOC(=O)C(Nc1ccc2ccccc2c1)C(=O)OCC,4,0.3,5.5,-6,0.3,2.0,-0.1,5.7*,-41,8.3*,-1
CCC(C)C(NC(=O)C1CCC(C)CC1)C(=O)NCc1cccnc1 (stereo not given),1,-1.1,-1.9,-2,-1.4,0.3,1.4,-3.0,0,2,2
FC(F)Oc1ccc(NC(=S)N2CCN(Cc3ccccc3)CC2)cc1,-3,-0.9,-1.9,3,-1.3,0.3,-0.9,1.4,5,-1,-4
O=C(COC(=O)c1cccnc1)Nc1ccc2c(c1)OCO2,-3,-0.4,9.7,3,-0.3,0.2,1.8,-0.3,4,-3,-1
COc1ccc(CCNC(=O)/C(C#N)=C2\N=C(NC(=O)c3cccs3)c3ccccc32)cc1,-1,-0.2,4.4,1,-0.4,1.1,1.7,1.1,1,0,1
COc1cccc(/C=N/NC(=S)NCCc2ccccc2)c1OC,7,-0.1,4.5,0,-1.1,1.3,0.6,2.0,-1,-3,0
COc1cc(O)c(C(=O)CC(=O)c2ccncc2)c(OC)c1,-7,-0.5,-1.3,2,-1.5,0.2,1.6,-0.3,-37,-2,-2
C/C(N)=C(/C#N)C(=O)COC(=O)COc1ccc(Cl)cc1,6&-3,0.1&0.0,5.2&1.5,9&11,-0.1&-0.8,0.5&-0.7,0.9&0.5,3.7&-1.3,-3&-4,-3&0,-1&-2

The final 3 compounds of the part before come first, to join the parts:
SMILES,HGIII-sPLA2 inh,DAX1 inh-1,hgDAF12 agonist,NPR1 activator,ssDAF-12 act,FXN GAA850 act,DAX1 inh-2,hcDAF12 agonist,ADAM10 inh,SMARCA2 act,GC-B act
COc1cccc(/C=N/NC(=S)NCCc2ccccc2)c1OC,7,-0.1,4.5,0,-1.1,1.3,0.6,2.0,-1,-3,0
COc1cc(O)c(C(=O)CC(=O)c2ccncc2)c(OC)c1,-7,-0.5,-1.3,2,-1.5,0.2,1.6,-0.3,-37,-2,-2
C/C(N)=C(/C#N)C(=O)COC(=O)COc1ccc(Cl)cc1,6&-3,0.1&0.0,5.2&1.5,9&11,-0.1&-0.8,0.5&-0.7,0.9&0.5,3.7&-1.3,-3&-4,-3&0,-1&-2
Cc1cccc2[nH]c(CN(C)C(=O)C3CCC(=O)N(C4CC4)C3)nc12 (stereo not given),2,-1.2,-0.7,3,-1.1,1.7,0.3,-1.4,-3,-3,0
COc1cccc(NC(=O)N2CCOCC2)c1,0,0.7,1.6,0,-0.7,-0.5,0.0,-0.7,3,2,-1
COc1ccc(S(=O)(=O)Nc2c(F)cccc2F)cc1,2,-0.1,1.6,3,-0.8,2.1,-0.6,-0.1,1,-5,5
Cc1ccc(C(=O)NCCCN2CCOCC2)cc1S(=O)(=O)N1CCOCC1,0,2.0,0.1,0,-1.2,0.1,1.4,2.4,8,-2,4
C[C@@H]1CN([C@@H](C)CO)C(=O)CCCn2nncc2CO[C@H]1CN(C)S(=O)(=O)c1cccc(C#N)c1,-1,0.1,0.7,1,-1.3,-0.7,0.3,-0.6,3,-4,-2
COc1ccccc1/C=C/C(=O)OCC(=O)Nc1ccccc1Sc1ccccc1,-14,-0.3,-1.1,0,-0.1,0.7,-0.3,0.9,-10,-2,-2
Cc1ccc2c(C(=O)CN3CC(C)CC(C)C3)c(C)[nH]c2c1 (stereo not given),2,0.1,-0.4,-2,-0.1,-0.4,-0.8,0.1,1,-4,-6
CC(=O)C(Sc1nc(NC(C)(C)C)nc(N(C)C)n1)C(C)=O,-7,-1.3,-1.1,1,-1.3,4.0,-1.7,-0.4,4,-1,-1
COc1cccc(C(=O)N2CCN(Cc3ccco3)CC2)c1OC,5,-0.3,0.8,1,-1.1,0.8,-0.5,-1.4,11,-1,4
CCOc1ccccc1-c1nc(CN2CCN(C(=O)c3ccco3)CC2)c(C)o1,-4,1.3,-1.8,2,-1.4,1.1,0.0,-1.6,-2,-1,-2
COC(=O)C1CCN(c2ccc(Cl)nn2)CC1,3,0.0,2.0,-5,-1.0,-0.6,3.0,1.3,-12,-5,-2
c1csc(-c2nc(CN3CCSCC3)cs2)c1,6,2.1,12*,-1,-0.1,3.4,-0.1,4.9,-7,7,-1
Cc1ccsc1/C=N/NC(=O)Cc1cccn1C,-8,-0.2,-2.3,0,-0.8,0.7,-0.9,-0.6,-5,-3,-2
NC(=O)CC(NC(=O)c1ccc(Br)cc1)c1ccc(N2CCC(Br)CC2)c([N+](=O)[O-])c1 (stereo not given),-4,-0.4,-0.3,0,-0.9,0.0,-0.8,-1.7,0,0,2
Cc1ccc(-c2cc(C(=O)N/N=C/c3ccccc3O)n[nH]2)o1,0,-0.4,2.8,4,-0.9,-0.5,-0.2,-1.1,-27,0,-1
CC1Cc2nc(SCC(=O)N3CCOCC3)n(C)c(=O)c2S1 (stereo not given),3,0.9,-2.4,1,-0.4,0.8,0.3,-0.5,2,-2,-1
CCCCN(CCCC)CCCN1CC(=O)N2[C@@H](Cc3c([nH]c4ccccc34)C2(C)C)C1=O,6,0.5,-0.7,-5,-0.9,-2.3,0.0,-1.3,9,-3,-3
CC(c1ccco1)N(C(=O)CSc1ccc(Br)cc1)c1ccccn1 (stereo not given),-7,-0.2,-1.8,-11,-1.5,-1.1,-0.9,-2.1,5,-3,0
COc1ccc(OCCN2CCC(C(=O)NC(c3ccccn3)c3ccccc3OC)CC2)cc1 (stereo not given),-6,0.4,-2.2,1,-1.1,-0.3,·,-1.0,-4,0,-3
Cn1nc(N)nc1N1CCN(c2ccc(F)cc2)CC1,2,-0.5,-2.4,4,-0.7,1.9,0.3,-0.7,-3,4,2
CCCN1C[C@@H](C)[C@@H](OC)CN(C)C(=O)c2ccc(NC(=O)c3cccc(F)c3)cc2OC[C@H]1C,20*,-0.3,1.5,1,-0.8,·,·,-0.5,-15,-4,2
CC1(C)CC(NC(=O)c2ccccc2C(=O)NC2CC(C)(C)NC(C)(C)C2)CC(C)(C)N1,5,-0.2,-0.9,3,-1.5,0.5,0.6,0.7,-3,1,2
Cc1ccc(S(=O)(=O)N2CCCCC2)cc1NC(=O)c1c(-c2ccccc2)noc1C,9,0.0,0.6,2,-0.8,-0.2,-0.2,-1.1,-13,-2,4
CCN(CC)S(=O)(=O)c1ccc(Cl)c(NC(=O)COC(=O)/C=C/c2cc(OC)c(OC)c(OC)c2)c1,-1,-0.2,-1.6,6,-1.8,1.4,2.8,-1.6,-4,1,2
CCN1C(=NCC(C)C)N[C@@H](c2cccc(F)c2)C(C(=O)OC)=C1C,6,1.3,5.4,-6,-1.8,-5.2,-0.1,-0.5,-5,2,-9
COc1ccc(/C=N/NC(=O)CCn2c3ccccc3c3ccccc32)cc1O,-40,-1.7,3.5,-13,-1.6,-4.8,-1.6,0.0,8,2,-5
COc1ccc(N2C(=O)CC(Cc3ccc(Br)cc3)C2=O)cc1 (stereo not given),-6,-0.8,-1.9,-1,-1.7,0.6,-1.0,-1.7,0,-5,5

Compounds as they come. Share with any hit: about 6.6%.
